Salmonella PhoP GFP = PhoP regulon inhibitors, Salmonella typhi PhoP promoter GFP reporter, confirmatory (AID 1850); Salmonella Typhi PhoP-promoter GFP reporter, fluorescence, 4 h; higher % means a stronger effect; inhibition, % at 50 µM, or IC50 in µM where a hit was titrated; 0.33% of 310,000 active; in the data active = a potency from the dose series; inconclusive = inhibition mostly from about 25% at the one dose, without a potency; inactive = the rest, 99 in 100 with inhibition below about 19%;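 note: 0% = induced wells with vehicle and 100% = uninduced wells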
M. tuberculosis = growth inhibition of non-replicating M. tuberculosis (AID 488890); 0.39% of 320,000 active; Mycobacterium tuberculosis non-replicating, growth inhibition; higher % means a stronger effect; inhibition, % at 25 µM; hits with a dose series show IC50 in µM; in the data active = a potency from the dose series; inconclusive = inhibition mostly from about 82% at the one dose, without a potency; inactive = the rest, 99 in 100 with inhibition below about 76%;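 note: plate controls were DMSO cells for no effect and high antibiotic wells for full effect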
H1N1 NS1A inhibition = H1N1 influenza NS1A inhibitors, functional cell based assay (AID 504329); NS1A functional cell-based assay, percent inhibition; higher % means a stronger effect; one-dose inhibition, % at 12.5 µM; IC50 in µM for titrated hits; 0.3% of 340,000 active; in the data active = a potency from the dose series; inconclusive = inhibition above about 27% without an active follow-up result; note: strong numbers were not always called active
H37Rv inhibition = M. tuberculosis growth inhibition, HTS (AID 449762); M. tuberculosis H37Rv growth inhibition, 7H9 media; higher % means a stronger effect; inhibition, % at 25 µM; hits with a dose series show IC50 in µM; 0.59% of 330,000 active; in the data active = a potency from the dose series; inconclusive = inhibition above about 70% without an active follow-up result;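 note: bacterial growth assessed after seven days of incubation; strong numbers were not always called active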
VEEV TC-83 Vero = inhibitors of VEEV TC-83 cytopathic effect, confirmation, Vero cells (AID 588727); Vero cells, VEEV TC-83 cytopathic effect inhibition; higher % means a stronger effect; one-dose inhibition, % at 20 µM; IC50 in µM for titrated hits; 0.13% of 350,000 active; in the data active = a potency from the dose series; inconclusive = inhibition mostly from about 14% at the one dose, without a potency; inactive = the rest, 99 in 100 with inhibition below about 12%; note: strong numbers were not always called active
VEEV TC-83 Vero 10K pilot screen = second read-out of VEEV TC-83 Vero, no call of its own (marks repeat the call); inhibition, %; measured here: 10K pilot screen inhibition
Active calls of the source: *; i = inactive; ? = inconclusive; nt = no result given. This is a random part of the collection. Share with any hit: about 1.6%.

SMILES	Salmonella PhoP GFP	M. tuberculosis	H1N1 NS1A inhibition	H37Rv inhibition	VEEV TC-83 Vero	others
Cc1ccc(C(=O)NCC(=O)NCc2cc(=O)n(C)c(=O)n2C)cc1C	-1%	-1%	-3%	-4%	3.1%
O=S(=O)(NCc1ccccc1)c1ccc(-n2cccn2)cc1	3%	3%	7%	-16%	0.9%
CCOC(=O)C1CCN(c2c(-c3ccccc3)c3cc(Cl)ccc3[nH]c2=O)CC1	-10%	nt	-5%	0%	1.2%
CCc1nc(NCCN2CCOCC2)c(C#N)c2c1CCCC2	3%	2%	9%	-2%	0.4%
Fc1ccc(Nc2nc(N/N=C/c3ccco3)nc(N3CCCCC3)n2)cc1	-1%	?	-14%	?	8.3%
Brc1ccc2c(c1)OCCOCCOCCOCCOCCO2	-18%	15%	-7%	-9%	i
COC(=O)/C=C1\S/C(=N/N=C/c2ccco2)NC1=O	-6%	71%	1%	?	0.4%
CC(C)N=C(Nc1ccc(Cl)cc1)c1cccnc1	4%	2%	-2%	-2%	i
CC1=C(C(=O)OC2CCCCCCC2)C(c2cccc(O)c2)NC(=O)N1 (centres undefined)	2%	45%	-13%	-13%	0.9%
O=C(Cn1[nH]c(=O)c2ccccc2c1=O)NCc1cccnc1	3%	-10%	-2%	2%	0.8%
COc1ccc(-n2ccnc(SCC(=O)NCc3ccc(C)cc3)c2=O)cc1Cl	13%	22%	-8%	-1%	2.4%
CC/C(C)=N\N=C\c1c(O)n(CC)c2cc(C3=NNC(=O)CC3)ccc12	6%	17%	0%	5%	8.5%
CCN(CC)S(=O)(=O)c1ccc(N=N/C(C(C)=O)=C(/C)O)cc1	0%	-11%	-22%	-4%	0.4%
Cn1cnnc1Sc1ccc(C(=O)OCC(=O)Nc2cc(Cl)cc(Cl)c2)cc1[N+](=O)[O-]	-1%	41%	0%	6%	0.4%
CC(C)(C)c1ccc(-n2ncc3c2CCCC3NC(=O)CCN2CCCO2)cc1 (centres undefined)	2%	20%	9%	-8%	7.2%
O=C(CSc1ccccc1F)NNC(=O)c1ccncc1	nt	54%	-6%	1%	0.5%
Cc1onc(-c2ccccc2Cl)c1C(=O)N1CCc2ccccc21	-4%	27%	-6%	-3%	i
Cn1nnnc1SCCNCC#Cc1ccccc1	-5%	24%	-6%	13%	i
COc1ccccc1CNC(=O)c1ccc(OC(F)F)c(OC)c1	11%	8%	-5%	8%	0.2%
CC(OC(=O)c1ccc(Cl)c(S(=O)(=O)N2CCOCC2)c1)C(=O)Nc1ccc(S(N)(=O)=O)cc1 (centres undefined)	0%	-13%	-3%	3%	3.0%
Nc1ccc(Oc2cc(N)cc(Oc3ccccc3)c2)cc1	-5%	-2%	6%	-2%	?
CCOc1ccc(NC(=O)CCC(=O)OC)cc1	4%	12%	25%	?	3.4%
CCOC(=O)c1ccc(N=Cc2cnc(N)nc2N)cc1	nt	nt	13%	nt	0.2%
COc1cc2nc(=S)n(CCCN3CCOCC3)c(N)c2cc1OC	nt	nt	2%	nt	2.0%
CCc1ccc(OCC(=O)NNC(=O)Cc2ccc(S(=O)(=O)N3CCOCC3)s2)cc1	-1%	-11%	-6%	-6%	4.5%
CN1CCN(C(=O)C2CCN(S(=O)(=O)c3ccccc3[N+](=O)[O-])CC2)CC1	nt	8%	-8%	4%	0.6%
COc1ccccc1CNC(=O)COC(=O)Cc1cccc(F)c1	nt	26%	-17%	0%	0.8%
O=C(O)C1CCCCC1C(=O)Nc1ccc(S(=O)(=O)N2CCCCC2)cc1 (centres undefined)	5%	-4%	5%	-8%	2.3%
Cc1nn(-c2ccccc2)c(C)c1C(=O)OCC(=O)NC(=O)NC1CCCC1	-11%	18%	-2%	4%	9.1%
COc1ccccc1/C=C/C(=O)c1ccc(Cl)cc1	11%	?	7%	?	i
COc1ccccc1CNC(=O)COC(=O)c1ccc(S(=O)(=O)N2CCCC2)cc1	16%	-6%	1%	-1%	0.8%
COc1ccc(N/C=C2/Sc3ccccc3NC2=O)cc1	-6%	20%	-8%	11%	1.0%
CCOC(=O)C1=C(COC(=O)CC(C)c2ccccc2)NC(=O)NC1C (centres undefined)	nt	6%	-21%	-10%	3.8%
CCc1cc(=O)oc2cc(C)cc(OC(C)C(=O)NC3CCN(Cc4ccccc4)CC3)c12 (centres undefined)	5%	12%	5%	5%	1.3%
CCOc1ccccc1CNC(=O)CCCn1ncn2c(cc3occc32)c1=O	-30%	21%	-1%	4%	3.6%
CN(CCc1ccccc1)C(=O)c1ccc(NC(=O)Cc2ccc(NC(=O)C3CCN(C(=O)C4CC4)CC3)cc2)cc1	nt	nt	10%	nt	i
Cc1cc(=O)c(C(=O)Nc2cccc(N3CCCC3=O)c2)nn1-c1ccccc1Cl	nt	9%	1%	-4%	0.5%
COc1ccc(-c2cc(C(=O)N3CCN(c4ccc(F)cc4)CC3)no2)cc1	2%	10%	11%	9%	0.6%
COc1ccc(N2CCN(C(=O)c3ccc(CNc4c(N5CCOCC5)c(=O)c4=O)cc3)CC2)cc1	-4%	nt	35%	2.4µM*	0.8%
S=C(Nc1cccc(Cl)c1)Nc1ccc2c(c1)OCCO2	-2%	?	-7%	5%	5.2%
O=C(CNc1cc(S(=O)(=O)N2CCOCC2)ccc1NCC1CCCO1)Nc1ccccc1F (centres undefined)	-3%	8%	6%	-8%	8.6%
Cc1ccc(C(=O)NCc2nnc(SCC(=O)NC(C)c3ccccc3)n2C)cc1 (centres undefined)	11%	2%	4%	-3%	0.8%
CCCCCCSc1nc(O)c(C2OC(=O)c3c2ccc(OC)c3OC)c(=O)n1-c1ccccc1 (centres undefined)	5%	?	-13%	-1%	1.3%
O=C(COc1ccc(Cl)cc1)N(Cc1ccccc1)c1ccccn1	6%	7%	0%	-1%	1.5%
COc1ccc(C(=O)NC(C(=O)NCc2ccccn2)C(C)C)cc1 (centres undefined)	-2%	-8%	2%	-11%	3.0%
COc1ccc(CNC(=O)c2ccccc2C(=O)O)cc1	-2%	61%	2%	-13%	i
Cc1cc(/C=C\c2ccc3cc(N(C)C)ccc3[n+]2C)c(C)n1-c1ccccc1	28µM*	?	20%	1.9µM*	i
Cc1ccc(C(CC(=O)O)NC(=O)CN2C(=O)c3ccccc3C2=O)cc1 (centres undefined)	-6%	-6%	8%	-5%	1.1%
OCC1(Cc2ccc(Cl)cc2)CCN(Cc2ccccc2F)CC1	3%	-6%	8%	-7%	i
Cc1nnc(SCC(=O)Nc2c(C)n(C)n(-c3ccccc3)c2=O)n1Cc1ccccc1	3%	5%	3%	-7%	0.4%
Cc1cnc(C(=O)OCC(=O)N(Cc2ccccc2)C(C)C)cn1	-13%	13%	6%	-5%	0.5%
Cc1ccc(N2CC(C(=O)Nc3ccccn3)CC2=O)cc1 (centres undefined)	7%	7%	-1%	4%	0.1%
c1ccc2c(c1)[nH]c1ccncc12	-10%	-5%	-3%	0%	0.9%
COc1ccc(NC(=O)c2cc(C3CC3)nc3c2cnn3C(C)C)cc1OC	nt	11%	1%	2%	9.2%
COc1ccc(CCN2CC(C(=O)N(C)Cc3c(C)n[nH]c3C)CCC2=O)cc1 (centres undefined)	nt	nt	6%	nt	0.8%
CCCCSc1ncnc2c1ncn2C1CCCCO1 (centres undefined)	nt	nt	4%	nt	0.9%
CCOc1ccc(CN2CCCC(N3CCN(c4ccc(OC)cc4)CC3)C2)cc1 (centres undefined)	-2%	40%	7%	-1%	1.1%
Cc1c(C(=O)N2CCC(C)CC2)sc2ncnc(N(C)c3ccccc3)c12	-2%	18%	24%	1%	i
O=C(Nc1cccc(Cl)c1)c1csc(-c2ccccc2)n1	1%	59%	4%	-3%	0.3%
CCC(C)NC(=O)C1CN(S(=O)(=O)c2ccccc2)CCN1S(=O)(=O)c1ccccc1 (centres undefined)	-5%	13%	-4%	-6%	0.5%	VEEV TC-83 Vero 10K pilot screen=0.9

Reprinted from the results shown for reference:
SMILES	Salmonella PhoP GFP	M. tuberculosis	H1N1 NS1A inhibition	H37Rv inhibition	VEEV TC-83 Vero	others
O=C(Nc1cccc(Cl)c1)c1csc(-c2ccccc2)n1	1%	59%	4%	-3%	0.3%
CCC(C)NC(=O)C1CN(S(=O)(=O)c2ccccc2)CCN1S(=O)(=O)c1ccccc1 (centres undefined)	-5%	13%	-4%	-6%	0.5%	VEEV TC-83 Vero 10K pilot screen=0.9

Later entries:
SMILES	Salmonella PhoP GFP	M. tuberculosis	H1N1 NS1A inhibition	H37Rv inhibition	VEEV TC-83 Vero	others
CC1Cc2ccccc2N1C(=O)c1ccnc(C(C)(C)C)c1 (centres undefined)	-2%	10%	-1%	0%	0.4%
COc1ccc(-c2nc3ccncc3[nH]2)cc1OC	-3%	-2%	-4%	-2%	2.0%
CC1CCCC(C)N1CCCNC(=O)c1ccc2c(c1)NC(=O)c1ccccc1S2 (centres undefined)	-8%	17%	4%	9%	4.9%
Cc1ccccc1C(=O)NC(NC(=O)c1ccccc1C)c1cccc([N+](=O)[O-])c1	-4%	-12%	2%	0%	1.7%
Cc1ccccc1S(=O)(=O)Cc1ccc(C(=O)NC2CCCCC2C)o1 (centres undefined)	0%	7%	-1%	7%	8.2%
COc1ccc2nc3sc(C(=O)NCc4cccs4)c(N)c3cc2c1	4%	8%	nt	-5%	nt
CCCc1nnc(SCC(=O)N2CCCC2)n1Cc1ccco1	-16%	-15%	-5%	3%	0.9%
CN(C)CC(C)(C)CNC(C(=O)Nc1ccc(Cl)cc1C(F)(F)F)c1ccccc1 (centres undefined)	-11%	33%	9%	-3%	5.6%
Cc1ccc(C)c(-c2cc(C(=O)NCc3cccs3)c3ccccc3n2)c1	-4%	31%	24%	37%	i

Among those listed so far, 13 have a Cl atom:
SMILES	Salmonella PhoP GFP	M. tuberculosis	H1N1 NS1A inhibition	H37Rv inhibition	VEEV TC-83 Vero	others
CCOC(=O)C1CCN(c2c(-c3ccccc3)c3cc(Cl)ccc3[nH]c2=O)CC1	-10%	nt	-5%	0%	1.2%
CC(C)N=C(Nc1ccc(Cl)cc1)c1cccnc1	4%	2%	-2%	-2%	i
COc1ccc(-n2ccnc(SCC(=O)NCc3ccc(C)cc3)c2=O)cc1Cl	13%	22%	-8%	-1%	2.4%
Cn1cnnc1Sc1ccc(C(=O)OCC(=O)Nc2cc(Cl)cc(Cl)c2)cc1[N+](=O)[O-]	-1%	41%	0%	6%	0.4%
Cc1onc(-c2ccccc2Cl)c1C(=O)N1CCc2ccccc21	-4%	27%	-6%	-3%	i
CC(OC(=O)c1ccc(Cl)c(S(=O)(=O)N2CCOCC2)c1)C(=O)Nc1ccc(S(N)(=O)=O)cc1 (centres undefined)	0%	-13%	-3%	3%	3.0%
COc1ccccc1/C=C/C(=O)c1ccc(Cl)cc1	11%	?	7%	?	i
Cc1cc(=O)c(C(=O)Nc2cccc(N3CCCC3=O)c2)nn1-c1ccccc1Cl	nt	9%	1%	-4%	0.5%
S=C(Nc1cccc(Cl)c1)Nc1ccc2c(c1)OCCO2	-2%	?	-7%	5%	5.2%
O=C(COc1ccc(Cl)cc1)N(Cc1ccccc1)c1ccccn1	6%	7%	0%	-1%	1.5%
OCC1(Cc2ccc(Cl)cc2)CCN(Cc2ccccc2F)CC1	3%	-6%	8%	-7%	i
O=C(Nc1cccc(Cl)c1)c1csc(-c2ccccc2)n1	1%	59%	4%	-3%	0.3%
CN(C)CC(C)(C)CNC(C(=O)Nc1ccc(Cl)cc1C(F)(F)F)c1ccccc1 (centres undefined)	-11%	33%	9%	-3%	5.6%

Assay outcomes: PubChem BioAssay, Southern Research Specialized Biocontainment Screening Center
